Screening data as filed in PubChem BioAssay.
KCNK9 block – inhibitors of human KCNK9 two-pore domain potassium channel; Q9NPC2; HEK293 KCNK9, FluxOR thallium flux fluorescence; hits give low values; B-score at 10 µM; 310,000 compounds, 1.2% hits; AID 488922;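 active means ratio B-score over 3 SD below the library mean, with starting fluorescence within 5 SD of its mean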;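 further: negative B-score means less thallium flux so channel inhibition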
RGS4 act – RGS4 potentiation or activation | 310,000 compounds, 0.92% hits | B-score at 10 µM | HEK293 M3R/inducible RGS4, carbachol calcium flux Fluo4; hits give low values;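 active means B-score of the integrated calcium signal more than 4 SD below the library mean, with starting fluorescence not abnormally high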;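 further: negative B-score means reduced calcium response which marks RGS4 activation or potentiation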
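Assay system: HEK293 FlpIn-TREx cells, stable M3R, doxycycline-inducible RGS4 / Probe or stimulus: carbachol, ECmax concentration / Times: overnight RGS4 induction, 30 min dye load 37 °C, 20 min compound RT / Signal: kinetic calcium fluorescence imaging with Fluo4-AM dye, 2 µM / Measure: Agonist-evoked peak-minus-minimum fluorescence over baseline, integrated ratio, B score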
KCNQ1 block – blocks the human KCNQ1 potassium channel | P51787 | CHO-K1 KCNQ1, FluxOR thallium flux fluorescence; hits give high values | B-score at 10 µM | 310,000 compounds, 1.3% hits;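 active means compounds whose thallium flux B-score, printed positive for inhibition, exceeds three library SD while starting fluorescence stays within three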;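 further: channel opened by potassium depolarization with thallium stimulus after 20 min compound exposure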
hERG rescue – compounds protecting human hERG from proarrhythmic drug block; CHO-hERG, FluxOR thallium flux, dofetilide IC70 present; 310,000 compounds, 0.51% hits; AID 1511; Q12809; activation (rescue from dofetilide block), less the hit threshold, % at 10 µM;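 active means activation above the mean of controls blocked by dofetilide plus 5 SD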;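 further: thallium influx through hERG after potassium depolarization seen as dye fluorescence rise; in these data hits start at about 4.7%; inactives centre near -7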
GSK3beta inhib – blocks human GSK3beta kinase activity | P49841 | GST-GSK3beta kinase, ADP-Glo luminescence, 60 min; hits give low values | activity score (negative = inhibition), % at 10 µM | 300,000 compounds, 0.038% hits;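 active means more than half of replicate wells score below -50%, meaning over 50% inhibition versus plate controls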;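 further: 0% = median DMSO wells and -100% = median GW8510 positive control wells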
Target sequence (P49841 whole entry, looked up): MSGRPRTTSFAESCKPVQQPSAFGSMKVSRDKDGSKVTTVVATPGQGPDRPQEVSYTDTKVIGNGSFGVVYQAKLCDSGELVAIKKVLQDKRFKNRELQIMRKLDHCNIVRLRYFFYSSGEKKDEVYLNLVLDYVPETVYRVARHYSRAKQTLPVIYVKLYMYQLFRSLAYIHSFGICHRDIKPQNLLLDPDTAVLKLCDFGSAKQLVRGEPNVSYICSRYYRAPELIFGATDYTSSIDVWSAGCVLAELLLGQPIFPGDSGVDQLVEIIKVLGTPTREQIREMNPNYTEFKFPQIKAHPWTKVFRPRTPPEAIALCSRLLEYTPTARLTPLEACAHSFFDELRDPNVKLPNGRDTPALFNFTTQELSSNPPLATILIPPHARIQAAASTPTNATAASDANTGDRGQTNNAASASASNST
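Test system: GST-tagged human GSK3beta kinase, cell-free; evaluation: activity score scaled between in-plate DMSO and GW8510 controls; measured by: ADP-Glo luminescence; incubation: 60 min reaction, RT; benchmarks: DMSO and 20 µM GW8510; reagent: peptide substrate plus 25 µM ATP (final); medium: Tris/MgCl2 kinase buffer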
KCNQ1 act – human KCNQ1 channel potentiation or activation | CHO-K1 KCNQ1, thallium flux FluxOR fluorescence; hits give high values | B-score at 10 µM | 310,000 compounds, 0.35% hits;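 active means fluorescence ratio B-score, a plate-corrected score, at least three library SD, with initial intensity B-score within 5 SD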
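Test system: CHO-K1 cells stably expressing KCNQ1 / Medium: assay buffer / Also added: depolarizing K+/Tl+ stimulus, K2SO4 and Tl2SO4 each 12.5 mM in 5x stock / Incubation: 90 min dye loading and 20 min compound exposure, both at room temperature / Signal: thallium influx via FluxOR fluorescence, kinetic imaging / Evaluation: B score of baseline-normalized fluorescence ratio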
PolyA inh – inhibitors of polyadenylation in S. cerevisiae | S. cerevisiae SKY197-pL101 polyadenylation reporter, beta-gal luminescence; efflux-impaired pdr1/pdr3 knockout yeast; score 100 = 6 SD above DMSO | calls only at 12 µM | 300,000 compounds, 0.02% hits;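 active means lowest replicate activity score at least 50, where 100 means six control SD above control mean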;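 further: yeast exposed to compound for 9 h at 30 °C; higher score means more reporter readthrough which indicates perturbed polyadenylation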
RGS4 block – inhibitors of human RGS4. B-score at 10 µM. HEK293 M3R/RGS4 inducible, Fluo-4 calcium flux; hits give high values; triggered by carbachol at its EC20. 310,000 compounds, 0.45% hits. P49798;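 active means B-score, a plate-corrected calcium signal, over three deviations above library mean, with baseline fluorescence within five deviations of library mean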;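 further: RGS4 expression induced by doxycycline in cells with stable M3 receptor; B-score is computed from the integrated fluorescence ratio over baseline after carbachol; higher B-score means a larger calcium signal and so more RGS4 inhibition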
Target sequence (P49798 whole entry, looked up): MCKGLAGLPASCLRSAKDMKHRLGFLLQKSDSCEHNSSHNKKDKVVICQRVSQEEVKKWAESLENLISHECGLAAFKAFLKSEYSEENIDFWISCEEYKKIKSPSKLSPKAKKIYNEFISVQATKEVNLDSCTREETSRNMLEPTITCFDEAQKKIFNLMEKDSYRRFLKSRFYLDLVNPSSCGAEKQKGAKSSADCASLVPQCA
KCNK3 block – human KCNK3 channel inhibition, primary screen; CHO-KCNK3 thallium flux, FluxOR fluorescence; hits give low values; B-score at 10 µM; 340,000 compounds, 0.84% hits; O14649;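 active means B-score under library mean minus 4 SD, starting fluorescence ratio at most library mean plus 5 SD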;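 further: more negative B-score means stronger inhibition of thallium flux through KCNK3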
GSK3A inh – blocks human GSK-3 alpha kinase; P49840; ADP-Glo luminescence, 60 min; inhibition, % at 10 µM; 320,000 compounds, 0.1% hits; AID 2650;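 in the data active means inhibition above about 50%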;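 further: GST-tagged GSK-3 alpha with peptide substrate and 25 µM ATP; 0% = DMSO neutral wells and 100% = GW8510 positive control wells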
Target sequence (P49840 whole entry, looked up): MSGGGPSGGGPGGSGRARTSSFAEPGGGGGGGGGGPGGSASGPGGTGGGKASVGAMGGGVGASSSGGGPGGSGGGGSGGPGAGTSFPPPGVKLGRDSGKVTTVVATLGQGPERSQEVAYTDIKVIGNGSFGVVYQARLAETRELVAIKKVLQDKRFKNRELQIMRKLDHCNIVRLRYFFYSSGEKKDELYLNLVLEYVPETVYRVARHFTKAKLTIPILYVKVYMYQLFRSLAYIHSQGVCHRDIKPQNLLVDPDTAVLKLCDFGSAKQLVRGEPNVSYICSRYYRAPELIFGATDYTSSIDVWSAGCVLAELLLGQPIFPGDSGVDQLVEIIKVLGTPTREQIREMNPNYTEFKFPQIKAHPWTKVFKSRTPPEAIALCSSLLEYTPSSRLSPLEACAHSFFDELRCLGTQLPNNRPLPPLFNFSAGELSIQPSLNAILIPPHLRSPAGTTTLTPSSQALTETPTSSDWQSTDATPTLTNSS
Dyrk1A ADPGlo – inhibitors of rat Dyrk1A kinase. Q63470. ADP-Glo luminescence, NFATc1 peptide. inhibition, % at 12.5 µM. 310,000 compounds, 0.43% hits. AID 504441; in the data active means inhibition above about 50%;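 further: plate controls were vehicle with enzyme for no effect and no enzyme for full effect; many of its hits are not listed in these tables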
Numbers without * were called inactive; i = inactive; x = not tested or not shown.

SMILES	KCNK9 block	RGS4 act	KCNQ1 block	hERG rescue	GSK3beta inhib	KCNQ1 act	PolyA inh	RGS4 block	KCNK3 block	GSK3A inh	Dyrk1A ADPGlo
Cc1nc2cc(C(F)(F)F)ccc2n1CCNc1nc(-c2ccc([N+](=O)[O-])c(Cl)c2)cs1	i	i	i	-8	2	i	i	i	i	-2	1
CCn1nnnc1-c1ccc(OC)c(S(=O)(=O)NCc2ccccc2)c1	i	i	i	-12	3	i	i	i	i	-2	-5
Fc1ccccc1CCNc1nnnn1-c1ccccc1	i	i	i	-2	3	i	i	i	i	-1	11
Cc1cc(C)nc(NC(=O)c2ccc([N+](=O)[O-])c(C)c2)n1	i	i	i	-2	-3	i	i	i	i	3	-4
COc1ccc(-c2csc(Nc3ccc(S(N)(=O)=O)cc3)n2)cc1	i	i	i	-4	-4	i	i	i	i	7	-1
Cc1cc(NS(=O)(=O)c2ccc(NC(=O)CSc3nc4ncc(Cl)cc4[nH]3)cc2)nc(C)n1	i	i	i	-2	-3	i	i	i	i	2	x
CCCN(CCC)S(=O)(=O)c1ccc(C(=O)O)cc1	i	i	i	-7	1	i	i	i	i	-1	9
O=C(CO/N=C1\CCCc2nonc21)Nc1ccccc1Cl	i	i	i	-2	1	i	i	i	i	x	8
CCOC(Cn1c(SCC(=O)Nc2cc(C)on2)nc2ccccc2c1=O)OCC	i	i	i	-2	0	i	i	i	i	-2	-5
CCCn1nnnc1NCc1ccccc1OCC	i	i	i	-6	2	i	i	i	i	-1	9
O=C(CN1C(=O)C2CC=CCC2C1=O)Nc1nc2ccccc2[nH]1 (stereo not given)	i	i	i	-3	0	i	i	i	i	-1	18
Cc1cc(C(=O)Nc2cccc(C)c2C)n(-c2ccccc2)n1	i	i	i	-2	1	i	i	i	i	0	-1
COc1ccc(N2C(=O)CC(NCc3cccc(F)c3)C2=O)cc1 (stereo not given)	i	i	i	-6	-7	i	i	i	i	-4	-3
Clc1ccc(C2=Nn3c(nnc3-c3cccnc3)SC2)s1	i	i	i	-10	2	i	i	i	i	-1	6
Cc1nc(SCC(=O)Nc2ccnc3ccccc23)n[nH]1	i	i	i	-9	-4	i	i	i	i	2	3
O=S(=O)(Cc1ccccc1Cl)NCc1ccccc1	i	i	i	-5	3	i	i	i	i	-3	1
NC(=O)Cn1c(=O)n(Cc2ccco2)c(=O)c2c3c(sc21)CCCCC3	i	i	i	-3	-4	i	i	i	i	3	5
Cc1ccccc1OCc1nnc(SCC(=O)Nc2ccc3c(c2)OCO3)n1C	i	i	i	-6	0	i	i	i	i	-2	1
CCOc1ccccc1NC(=O)CCn1nc(C)c(S(=O)(=O)N2CCCCC2)c1C	i	i	i	-5	-1	i	i	i	i	-1	4
Cc1ccc(C(=O)NC(=S)NNC(=O)COc2ccccc2C)cc1	i	-8.7*	i	-12	-6	i	i	i	i	0	-5
COC(=O)C1=C(N)c2c(F)cccc2C1(C#N)c1ccc(F)cc1 (stereo not given)	i	i	i	-10	1	i	i	i	i	-1	-29
O=C1C(=O)N(C2CCCC2)C(=O)N1Cc1c(F)cccc1Cl	i	i	i	-9	-3	i	i	i	i	-2	2
CC(=O)N1CCN(C(=O)c2cc(-c3ccc(Cl)s3)nc3ccccc23)CC1	i	i	i	-22	5	i	i	i	i	-5	7
COc1ccc(N2C(=O)CC(N3CCC(O)(c4ccc(Br)cc4)CC3)C2=O)cc1 (stereo not given)	i	i	i	-13	0	i	i	i	i	-1	-7
COc1cc(C2N(c3cc(C)on3)C(=O)C3CCCN32)cc(OC)c1OC (stereo not given)	i	i	i	3	0	i	i	i	i	-2	-6
CC(=O)c1cccc(NC(=O)CCN2C(=O)C3C4CCC(C4)C3C2=O)c1 (stereo not given)	i	i	i	-10	-3	i	i	i	i	4	-5
CC(C)c1ccc(NC(=O)CSc2nc(-c3ccccc3F)nc3nc[nH]c23)cc1	i	i	i	-5	-3	i	i	i	i	0	6
CCOC(=O)CSc1nc(C(C)C)nc2sc(C)c(C)c12	i	i	i	-8	-2	i	i	i	i	-4	-1
Cc1ccccc1-c1nc(CS(=O)CC(=O)NCc2ccccn2)c(C)o1 (stereo not given)	i	i	i	-8	2	i	i	i	i	-3	3
CCC(=O)Nc1ccc(NC(=O)CSc2nnnn2-c2ccc3c(c2)OCCO3)cc1	i	i	i	-6	0	i	i	i	i	0	3

Single records (already shown). Order of values: KCNK9 block, RGS4 act, KCNQ1 block, hERG rescue, GSK3beta inhib, KCNQ1 act, PolyA inh, RGS4 block, KCNK3 block, GSK3A inh, Dyrk1A ADPGlo
Cc1ccc(C(=O)NC(=S)NNC(=O)COc2ccccc2C)cc1 is listed as i, -8.7*, i, -12, -6, i, i, i, i, 0, -5
Cc1nc(SCC(=O)Nc2ccnc3ccccc23)n[nH]1 is listed as i, i, i, -9, -4, i, i, i, i, 2, 3

The results go on.
SMILES	KCNK9 block	RGS4 act	KCNQ1 block	hERG rescue	GSK3beta inhib	KCNQ1 act	PolyA inh	RGS4 block	KCNK3 block	GSK3A inh	Dyrk1A ADPGlo
CC(C)(C)OC(=O)NCCCC[C@@H](C(=O)NCCCCCCCCCCC(=O)N1CCN(C(=O)OC(C)(C)C)CC1)n1cc(CCO)nn1	x	x	x	x	-2	x	i	x	i	-1	14
S=C(NCCCc1ccccc1)NC1CCCCC1	i	i	i	-12	-2	i	i	i	i	-1	1
COc1cc(OC)c(OC)cc1CNC(=O)CCN1C(=O)c2cccc([N+](=O)[O-])c2C1=O	i	i	i	-11	2	i	i	i	i	-1	-8
Clc1ccccc1Cn1nnc2c(NCC3CC3)ncnc21	i	i	i	-4	2	i	i	i	i	-7	-4
COc1ccccc1Nc1nc(-c2sc(NC(=O)c3ccccc3)nc2C)cs1	i	i	i	-22	4	i	i	i	i	x	2
Cn1c(SCc2cccc(Br)c2)nc2ccccc2c1=O	i	i	i	-14	1	i	i	i	-10*	-1	-1
C#CCN1C(=O)C(O)(CC(=O)/C=C/C=C/c2ccccc2)c2ccccc21 (stereo not given)	i	i	i	-8	0	i	i	i	i	-3	-5
COCCCNC(=O)C(=O)NC1CCCCC1C (stereo not given)	i	i	i	-12	-6	i	i	i	i	2	-5
O=[N+]([O-])c1ccccc1S(=O)(=O)Oc1ccc(C(=S)N2CCOCC2)cc1	i	i	i	-7	3	i	i	i	i	-1	1
O=C(Nc1ncccc1O)c1ccc(Cl)c(S(=O)(=O)N2CCCCC2)c1	i	i	i	-16	-2	i	i	i	i	-3	-1

Of the compounds above, 2 contain bromine:
SMILES	KCNK9 block	RGS4 act	KCNQ1 block	hERG rescue	GSK3beta inhib	KCNQ1 act	PolyA inh	RGS4 block	KCNK3 block	GSK3A inh	Dyrk1A ADPGlo
COc1ccc(N2C(=O)CC(N3CCC(O)(c4ccc(Br)cc4)CC3)C2=O)cc1 (stereo not given)	i	i	i	-13	0	i	i	i	i	-1	-7
Cn1c(SCc2cccc(Br)c2)nc2ccccc2c1=O	i	i	i	-14	1	i	i	i	-10*	-1	-1

Further entries follow.
SMILES	KCNK9 block	RGS4 act	KCNQ1 block	hERG rescue	GSK3beta inhib	KCNQ1 act	PolyA inh	RGS4 block	KCNK3 block	GSK3A inh	Dyrk1A ADPGlo
CC(=O)Nc1ccc(S(=O)(=O)N2CCc3c(Cl)cccc3C2)cc1	i	i	i	-1	-2	i	i	i	i	-1	0
O=P1(Nn2cnnc2)C=C(c2ccccc2)OC(c2ccccc2)=C1	i	i	i	-16	3	i	i	i	i	-1	x
Cc1cccc(OCC(=O)NCC(=O)N/N=C/c2ccccc2)c1	i	i	i	-8	0	i	i	i	i	-1	-3
NC(=S)N/N=C/c1ccc(-c2ccccc2)o1	i	i	i	-2	-4	i	i	i	i	4	24
Cc1cc(S(=O)(=O)N2CCCC2)ccc1OCC(=O)N1CCCCC1	i	i	i	-10	-11	i	i	i	i	-2	-4
CCC(CO)NC(=O)c1cccc(S(=O)(=O)N2c3ccccc3CC2C)c1 (stereo not given)	i	i	i	-6	1	i	i	i	i	-1	1
O=c1ncn(-c2cccc(Cl)c2)c2ccccc12	i	i	i	-10	1	i	i	i	i	-1	20
COc1cccc(CNC(=O)CCNS(=O)(=O)c2cccc3nonc23)c1	i	i	i	-9	-3	i	i	i	i	-3	-7
COc1cc(NC(=O)NCC2CCN(Cc3ccc(C)cc3)CC2)cc(OC)c1OC	i	i	i	-6	6	i	i	i	i	0	0
Cc1ccc(-c2nn(-c3ccccc3)cc2C(=O)NCCCN2CCOCC2)cc1	i	i	i	-10	3	i	i	i	i	-3	-9
C/C(=N/NC(=O)c1ccc2c(c1)OCO2)c1cccc(NC(=O)C(C)(C)C)c1	i	i	i	-5	-4	i	i	i	i	-1	-2
CCOC(=O)n1c(SCC(=O)N(CC)CC)nc2ccccc21	i	i	i	-10	0	i	i	i	i	6	11
Fc1cc(Br)ccc1Nc1nc2ccccc2n2nnnc12	i	i	i	-11	2	i	i	i	i	-3	2
O=C(CNC(=S)N(Cc1ccccc1)Cc1ccccc1F)NCCc1ccc(Cl)cc1	i	i	i	-18	-1	i	i	i	i	-1	-2
COc1ccc(C(CNC(=O)c2cccc(NS(=O)(=O)c3ccc(C)c(F)c3)c2)N(C)C)cc1 (stereo not given)	i	i	i	-11	0	i	i	i	i	0	8
CCC(=O)N1c2ccc(S(=O)(=O)N3CCOCC3)cc2CC1C (stereo not given)	i	i	i	-11	5	i	i	i	i	1	-1
Nc1ccccc1SC1CC(=O)N(Cc2ccccc2)C1=O (stereo not given)	i	i	i	-4	-1	i	i	i	i	-2	0
Cc1ccc(/C=N/N2C(=S)SC(C)(C)C2N(O)C(=O)Nc2ccc([N+](=O)[O-])cc2)cc1 (stereo not given)	i	i	i	-9	0	i	i	i	i	-1	6
CNCCCCOc1ccccc1-c1ccccc1	i	-8.8*	i	-5	-2	i	i	i	i	0	4
CC(C)Cn1c(-c2ccncc2)n[nH]c1=S	i	i	i	-3	-1	i	i	i	i	-4	2
CCCn1c(N)c(Sc2ccc(C)cc2)c(=O)n(CCC)c1=O	i	i	i	-1	-7	i	i	i	i	-2	-1

An excerpt. The share of hits here may be higher or lower than overall.
